High-throughput results from PubChem.
Salmonella PhoP GFP – PhoP regulon inhibitors, Salmonella typhi PhoP promoter GFP reporter, confirmatory (AID 1850); Salmonella Typhi PhoP-promoter GFP reporter, fluorescence, 4 h; higher % means a stronger effect; inhibition, % at 50 µM; hits with a dose series show IC50 in µM; actives 0.33% (n = 310,000); in the data active means a potency from the dose series; inconclusive means inhibition mostly from about 25% at the one dose, without a potency; inactive means the rest, 99 in 100 with inhibition below about 19%;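 further: 0% = induced wells with vehicle and 100% = uninduced wells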
H1N1 NS1A inhibition – NS1A inhibition, H1N1 influenza, cell based functional assay (AID 504329). NS1A functional cell-based assay, percent inhibition; higher % means a stronger effect. inhibition, % at 12.5 µM, or IC50 in µM where a hit was titrated. actives 0.3% (n = 340,000); in the data active means a potency from the dose series; inconclusive means inhibition above about 27% without an active follow-up result; further: strong numbers were not always called active
tuberculosis growth – growth inhibition of non-replicating M. tuberculosis (AID 488890) | actives 0.39% (n = 320,000) | one-dose inhibition, % at 25 µM; IC50 in µM for titrated hits | Mycobacterium tuberculosis non-replicating, growth inhibition; higher % means a stronger effect; in the data active means a potency from the dose series; inconclusive means inhibition mostly from about 82% at the one dose, without a potency; inactive means the rest, 99 in 100 with inhibition below about 76%;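 further: plate controls were DMSO cells for no effect and high antibiotic wells for full effect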
H37Rv inhibition – M. tuberculosis growth inhibition, HTS (AID 449762) | one-dose inhibition, % at 25 µM; IC50 in µM for titrated hits | M. tuberculosis H37Rv growth inhibition, 7H9 media; higher % means a stronger effect | actives 0.59% (n = 330,000); in the data active means a potency from the dose series; inconclusive means inhibition above about 70% without an active follow-up result;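 further: bacterial growth assessed after seven days of incubation; strong numbers were not always called active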
VEEV TC-83 Vero – inhibitors of VEEV TC-83 cytopathic effect, confirmation, Vero cells (AID 588727) | Vero cells, VEEV TC-83 cytopathic effect inhibition; higher % means a stronger effect | inhibition, % at 20 µM, or IC50 in µM where a hit was titrated | actives 0.13% (n = 350,000); in the data active means a potency from the dose series; inconclusive means inhibition mostly from about 14% at the one dose, without a potency; inactive means the rest, 99 in 100 with inhibition below about 12%; further: strong numbers were not always called active
VEEV TC-83 Vero 10K pilot screen – also measured in VEEV TC-83 Vero; calls as there; inhibition, %; measured here: 10K pilot screen inhibition
The depositor's hits bear a star; i = inactive; u = inconclusive; x = not tested or not shown.

SMILES | Salmonella PhoP GFP | H1N1 NS1A inhibition | tuberculosis growth | H37Rv inhibition | VEEV TC-83 Vero | others
O=C(O)CC1(CC(=O)Nc2cc(C(F)(F)F)cc(C(F)(F)F)c2)CCCCC1 | 0% | x | 36% | -8% | 0.3%
COc1cc(/C=N/n2c(-c3ccc4c(c3)NC(=O)CO4)csc2=Nc2cccc(C)c2)ccc1O | -2% | 15% | 21% | 34µM* | 11%
COc1ccc(C(=O)Nc2ccnn2C2CCN(Cc3ccc4nonc4c3)CC2)cc1 | -12% | -3% | 14% | -13% | 9.5%
O=C(CSc1ncc(C(F)(F)F)cc1Cl)N1CCN(S(=O)(=O)c2ccc3ccccc3c2)CC1 | 1% | -1% | 28% | 6% | i
Clc1cccc(Cl)c1CSc1cc2c(nn1)-c1ccccc1CC2 | 1% | 5% | 14% | 3% | i
COc1cccc(OCCn2ccnc2)c1 | -1% | -2% | 30% | -3% | i
O=[N+]([O-])c1cccc(/C=N/n2c(-c3cccnc3)n[nH]c2=S)c1 | -3% | -5% | -6% | -3% | 0.3%
CCCCn1c(O)c(C(C)=NCc2ccc3c(c2)OCO3)c(=O)[nH]c1=O | 7% | -2% | 12% | 1% | 3.9%
CCC(=O)N1CCc2cc(S(=O)(=O)CCC(=O)N(C)c3ccc(OC)cc3)ccc21 | 7% | -1% | -2% | -3% | 1.2%
CC(=O)c1ccc(NS(=O)(=O)c2ccc3ccccc3c2)cc1 | -5% | -5% | 21% | 5% | 1.0%
O=C(Nc1nccs1)c1cc2cc(Cl)ccc2oc1=O | 12% | -1% | 3.2µM* | u | 3.3%
O=C(NCCCCNC(=O)c1cccnc1Cl)c1cccnc1Cl | -9% | -5% | -9% | -5% | 2.5%
CCN(C(=O)CSc1nnnn1-c1ccc(Cl)cc1)C1CCS(=O)(=O)C1 (stereo not drawn) | x | 3% | 23% | 0% | 0.4%
O=[N+]([O-])c1cccc(S(=O)(=O)N/N=C\c2ccc3c(c2)OCO3)c1 | 3% | -3% | 34% | -1% | 2.7%
O=C(NCCN1C(=O)S/C(=C\c2cccnc2)C1=O)c1cc(S(=O)(=O)N2CCOCC2)ccc1F | 0% | 13% | 0% | 9% | 2.2%
CC(O)(c1ccccc1)C(C(c1ccccc1)N1CCOCC1)N1CCOCC1 (stereo not drawn) | x | -3% | x | x | i
COc1ccc(Br)cc1/C=N/NC(=O)c1nc(-c2ccccc2)n2c1CCCCC2 | -16% | 5% | x | 2% | 7.0%
CC1(C)C(=O)Nc2ccccc2N1C(=O)COC(=O)Cn1cnc2ccccc2c1=O | 3% | 6% | -18% | -5% | 5.0%
CC(C)C(=O)Nc1ccc(Nc2ccccc2)cc1 | 19% | 8% | 26% | -9% | 3.0%
CCOC(=O)C1=NN(c2ccccc2)C2=NC(C)=C(C(=O)OC)C(c3ccc(C)cc3)N12 (stereo not drawn) | -6% | 22% | -5% | 1% | 2.0%
COc1ccc(/C=C(\C#N)c2nc3ccc(C)cc3[nH]2)cc1Oc1ccc(C(F)(F)F)cc1[N+](=O)[O-] | -5% | 6% | -12% | -5% | i | VEEV TC-83 Vero 10K pilot screen=0.0
O=C1CC(NCc2ccc3c(c2)OCO3)C(=O)N1CCc1ccccc1 (stereo not drawn) | -10% | -2% | 62% | 3% | 0.1%
COC(=O)c1ccccc1NC(=S)N(Cc1ccc2c(c1)OCO2)Cc1cc2ccc(OC)cc2[nH]c1=O | -8% | 9% | 0% | 5% | 11%
CN(c1ccc(F)cc1)S(=O)(=O)c1ccc(Cl)c(C(=O)OCC(=O)NC2CC2)c1 | x | -3% | 8% | 4% | 1.4%
O=C(NNC(=O)C1CCCCC1)c1ccc(Br)cc1 | -3% | -13% | 2% | 7% | 0.7%
O=C(CN1CCC(Cc2ccccc2)CC1)NC(=O)NC1CCCCC1 | 5% | 13% | i | 0% | 1.6%
CN(C)c1ccc(C2=NOC(CN3C(=O)c4ccccc4S3(=O)=O)C2)cc1 (stereo not drawn) | -9% | 17% | -7% | 11% | 7.7%
O=C(/C=C/c1cccs1)c1ccc([N+](=O)[O-])cc1 | 2% | 11% | u | 2% | 0.4%
CC(C)(C)c1cc(NCCCn2ccnc2)n2ncc(-c3ccc(Cl)cc3)c2n1 | -8% | -21% | 68% | u | i
CSc1nsc(SC)c1C(=O)Nc1ccc(Cl)cc1 | 14% | -2% | -2% | -6% | 2.1%
O=C(NC(=S)Nc1ncc(Br)cc1Br)c1ccccc1 | 1% | -4% | 12% | 1% | 0.7%
COc1ccccc1C(=O)Nc1ccc(S(=O)(=O)Nc2onc(C)c2C)cc1 | 2% | -8% | 7% | 2% | 0.1%
COc1ccc(NC(=S)Nc2ccccc2)c(OC)c1 | -9% | 0% | 40% | 5% | 2.1%
CN(C)c1ccc(C(=S)NCc2ccco2)cc1 | -13% | -1% | 19% | 10% | 2.4%
CC1CCN(c2c(NCC3CCC(C(=O)NCc4ccccc4)CC3)c(=O)c2=O)CC1 (stereo not drawn) | -9% | -5% | x | -2% | 0.0%
Cc1cccc(-c2c3c(=O)n(C)c(=O)n(C)c3cn2-c2ccccc2O)c1 | -6% | 5% | -1% | 5% | 9.7%
Oc1cccc2oc(=S)[nH]c12 | x | -6% | x | x | 3.8%
CCOc1ccccc1NC(=O)CC1(CC(=O)N2CCOCC2)CCCC1 | x | -4% | x | x | 3.7%
CC(NC(=O)C1CCCCC1)C(c1cccs1)N1CCOCC1 (stereo not drawn) | -2% | 2% | 8% | -1% | i
Cc1ccc(-c2nn(-c3cc(N4CCNCC4)ccc3[N+](=O)[O-])c(=O)c3ccccc23)cc1 | 0% | 25% | u | u | i
Cn1cccc1Cc1nnc(SCC(=O)N2CCCC2)n1CCc1ccccc1 | -10% | 6% | -28% | -14% | 0.4%
CCOC(=O)C1=CN(Cc2ccco2)S(=O)(=O)N(CC)C1c1ccccc1 (stereo not drawn) | x | 1% | x | x | i
S=c1[nH]nc(-c2n[nH]c3c2CCC3)n1/N=C/C=C/c1ccccc1 | 7% | x | -4% | -2% | 5.8%
COc1cc(SC)ccc1C(=O)Nc1cc(C)ccn1 | -6% | 6% | 41% | 13% | 0.6%
COc1ccc(C(Nc2ccc(S(=O)(=O)N3CCOCC3)cc2)C(=O)NCCC(C)C)cc1OC (stereo not drawn) | -3% | -6% | 12% | 2% | i
COc1ccc(NC(=O)c2cncc(Br)c2)c(S(=O)(=O)N2CCOCC2)c1 | 3% | -17% | 2% | 0% | 6.0%
Cc1cc(C)cc(N2C(=O)CC(Sc3nnnn3-c3ccccc3)C2=O)c1 (stereo not drawn) | 5% | 17% | 60% | 1% | i
O=C1NC(=O)C(CCc2ccncc2)(CCc2ccncc2)C(=O)N1CCc1ccccc1 | -1% | 2% | 2% | -5% | 0.8%
CCN=c1sc(C(=O)NCCc2ccccc2)cc(=O)n1CC | -16% | -9% | 53% | -8% | 8.4%
COc1ccc(F)cc1C(=O)C1CCCN(C(=O)C2=C(C)OCCO2)C1 (stereo not drawn) | 0% | -4% | 15% | 0% | 1.6%
CC(/C=N/N1CCN(c2ccccc2)CC1)=C\c1ccco1 | 4% | 2% | 15% | 2% | 1.1%
COC(=O)c1sc(N(C)C)c(C#N)c1-c1ccccc1 | -6% | x | -4% | 10% | 0.1%
Cc1cc(C)cc(NC(=O)CN2CCN(c3ccccn3)CC2)c1 | -6% | -9% | -1% | -5% | 1.1%
Cc1ccc(S(=O)(=O)c2nc(S(=O)(=O)c3ccc(C)cc3)c(N3CCN(CCO)CC3)s2)cc1 | -20% | 7% | 15% | 14% | i
Cc1ccc(S(=O)(=O)/N=C(/c2ccccc2)N(C)c2ccc(O)cc2)cc1 | -3% | 2% | 7% | -5% | i
C#CCOCCOCCOCCNc1nc(N2CCOCC2)nc(N2CCN(C(=O)[C@H]([C@@H](C)CC)n3cc([C@@H](N)CC(C)C)nn3)CC2)n1 | -11% | 6% | 24% | 2% | i
Cc1[nH]cc(Br)c(=O)c1Oc1ncc(C(F)(F)F)cc1Cl | -10% | 6% | -5% | 3% | 1.0%
CCCC(CCC)C(=O)OC[N+](C)(C)CCOC(=O)C(O)(c1ccccc1)C1CCCC1 (stereo not drawn) | -7% | -5% | 44% | 2% | 2.8%
Cc1ccc(CC(=O)Nc2ccc(Cl)cn2)cc1 | -7% | -5% | 1.1µM* | 4% | 1.4%
Cn1ccc(C(=O)Nc2sc3c(c2C#N)CCC3)n1 | -20% | 2% | 29% | 5% | 1.9%

A run of entries from the list above, as a working copy:
SMILES | Salmonella PhoP GFP | H1N1 NS1A inhibition | tuberculosis growth | H37Rv inhibition | VEEV TC-83 Vero | others
O=C1CC(NCc2ccc3c(c2)OCO3)C(=O)N1CCc1ccccc1 (stereo not drawn) | -10% | -2% | 62% | 3% | 0.1%
COC(=O)c1ccccc1NC(=S)N(Cc1ccc2c(c1)OCO2)Cc1cc2ccc(OC)cc2[nH]c1=O | -8% | 9% | 0% | 5% | 11%
CN(c1ccc(F)cc1)S(=O)(=O)c1ccc(Cl)c(C(=O)OCC(=O)NC2CC2)c1 | x | -3% | 8% | 4% | 1.4%
O=C(NNC(=O)C1CCCCC1)c1ccc(Br)cc1 | -3% | -13% | 2% | 7% | 0.7%
O=C(CN1CCC(Cc2ccccc2)CC1)NC(=O)NC1CCCCC1 | 5% | 13% | i | 0% | 1.6%
CN(C)c1ccc(C2=NOC(CN3C(=O)c4ccccc4S3(=O)=O)C2)cc1 (stereo not drawn) | -9% | 17% | -7% | 11% | 7.7%
O=C(/C=C/c1cccs1)c1ccc([N+](=O)[O-])cc1 | 2% | 11% | u | 2% | 0.4%

2 entries picked at random from the list so far:
SMILES | Salmonella PhoP GFP | H1N1 NS1A inhibition | tuberculosis growth | H37Rv inhibition | VEEV TC-83 Vero | others
Cc1cc(C)cc(NC(=O)CN2CCN(c3ccccn3)CC2)c1 | -6% | -9% | -1% | -5% | 1.1%
Cn1cccc1Cc1nnc(SCC(=O)N2CCCC2)n1CCc1ccccc1 | -10% | 6% | -28% | -14% | 0.4%

The list goes on.
SMILES | Salmonella PhoP GFP | H1N1 NS1A inhibition | tuberculosis growth | H37Rv inhibition | VEEV TC-83 Vero | others
CCOc1ccc(N2CC(C(=O)NCc3cccc(C)c3)CC2=O)cc1 (stereo not drawn) | -1% | -4% | 10% | 0% | i
COc1ccc(CNc2nc(NCc3ccc(OC)c(OC)c3)n(C(=O)c3cccs3)n2)cc1OC | -6% | 2% | 14% | -7% | i
Cc1ccc(-c2nnc(-c3ccccc3)o2)cc1 | 5% | -9% | 1.7µM* | -6% | 3.1%
Brc1ccccc1CN1CCN(Cc2c[nH]c3ccccc23)CC1 | 16% | x | 52% | 32% | 8.2%
O=C(CCCc1nc2ccccc2s1)Nc1ccc(N2CCOCC2)cc1 | 2% | 1% | 24% | -2% | 1.6%
O=C1CCc2cc(S(=O)(=O)Nc3ccc(F)cc3)cc3c2N1CC3 | 0% | -17% | -12% | -5% | 2.3%
O=C(CS(=O)(=O)c1ccccc1)c1cc2ccccc2oc1=O | 3% | -5% | 23% | 3% | 1.6%
O=S(=O)(c1ccc(Cl)cc1)N1CCCC(C(F)(F)F)C1 (stereo not drawn) | -7% | -6% | 1% | 1% | 2.3%
O=C(C(c1ccccc1)c1ccccc1)N1CCOCC1 | -4% | 0% | 3% | 9% | 0.8%
CCOc1ccc(S(=O)(=O)Nc2ccc(S(=O)(=O)Nc3cc(OC)ccc3OC)cc2)cc1 | -3% | 0% | 27% | -1% | i
COc1cccc(-c2nc(CS(=O)CC(=O)NCCc3ccc(C)cc3)c(C)o2)c1 (stereo not drawn) | -1% | 4% | 2% | 5% | 2.4%
CC(NC(=O)/C(=C\c1cccc([N+](=O)[O-])c1)NC(=O)c1ccco1)C(=O)O (stereo not drawn) | 8% | 12% | -10% | 2% | 0.5%
COc1ccc(-c2oc3c(OC)c(OC)c(OC)c(O)c3c(=O)c2OC)cc1OC | 0% | -27% | 6% | -11% | 7.6%
CCN(Cc1nc(-c2ccc(Cl)cc2)no1)CC1CCCO1 (stereo not drawn) | -6% | -8% | 54% | -4% | 0.3%
CS(=O)(=O)N(CC(=O)Nc1ccc(Br)cc1)C1CCCCC1 | -3% | 0% | 6% | 4% | i
N/C(Cc1nc(-c2ccc(Br)cc2)cs1)=N\O | 6% | -7% | 20% | 8% | i
CC(/C=C/C=C/c1ccccc1)=N/NC(=O)CNc1ccccc1C | -5% | 5% | -9% | -4% | i
COc1cc(CNn2cn[nH]c2=S)cc(Br)c1OCc1ccccc1F | 15% | 8% | -6% | 0% | 7.9%
COC(=O)c1cc(C(=O)Nc2cccc(C)n2)cc([N+](=O)[O-])c1 | -29% | 4% | 18% | 36% | 1.6%
COc1ccc(/C(C)=N/Nc2nc3ccccc3n3cnnc23)cc1OC | -3% | x | -13% | 16% | x
